Screening results: PubChem BioAssay, Sanford-Burnham Center for Chemical Genomics
SENP6 block – inhibitors of human SENP6 protease. Q9GZR1. Recombinant SENP6 catalytic domain, aminoluciferin luminescence. inhibition, % at 10 µM. 1.8% of 330,000 active;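 active = inhibition above about 50% at the single tested dose, limit read from the data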;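 also: plate controls were DMSO wells with enzyme for no effect and DMSO wells lacking enzyme for full effect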
hIAP act – human IAP activation. P09923. purified human IAP, CDP-Star luminescence, 30 min; hits give high values; 1 = vehicle-only enzyme, 0 = enzyme-free background. activation factor at 10 µM. 0.16% of 330,000 active;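 active = activation factor of the enzyme at least 2-fold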; also: the source names both 10 and 20 µM as test concentration; values of inactives mirror those of a sister screen read the other way
Target sequence (P09923 whole entry, looked up): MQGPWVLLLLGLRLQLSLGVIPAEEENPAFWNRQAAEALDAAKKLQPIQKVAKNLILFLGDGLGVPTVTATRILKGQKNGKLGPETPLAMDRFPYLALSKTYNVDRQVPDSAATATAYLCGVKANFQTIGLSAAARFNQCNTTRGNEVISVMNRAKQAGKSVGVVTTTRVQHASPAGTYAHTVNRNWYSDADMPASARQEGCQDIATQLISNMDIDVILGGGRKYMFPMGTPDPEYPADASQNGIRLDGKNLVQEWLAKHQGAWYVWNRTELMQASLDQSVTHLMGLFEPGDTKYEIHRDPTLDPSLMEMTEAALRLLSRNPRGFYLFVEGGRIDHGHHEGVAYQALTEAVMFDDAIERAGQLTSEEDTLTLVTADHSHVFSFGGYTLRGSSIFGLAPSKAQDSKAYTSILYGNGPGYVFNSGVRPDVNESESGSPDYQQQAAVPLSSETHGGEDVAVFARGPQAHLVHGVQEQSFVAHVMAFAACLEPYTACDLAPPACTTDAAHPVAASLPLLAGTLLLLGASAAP
SENP1 inh – inhibitors of human SENP1 SUMO protease catalytic domain | Q9P0U3 | recombinant SENP1 catalytic domain, CyPet-SUMO1-YPet FRET cleavage | inhibition, % at 10 µM | 0.21% of 360,000 active | AID 624204;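 active = inhibition at least 30% at 10 µM, raw YFP signal under a set limit, fluorescence ratio 0.5 to 1.5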;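 also: 0% = enzyme with DMSO and 100% = no enzyme wells; some results filed as inactive read as strong as hits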
Target sequence (Q9P0U3 419-644 limits assumed): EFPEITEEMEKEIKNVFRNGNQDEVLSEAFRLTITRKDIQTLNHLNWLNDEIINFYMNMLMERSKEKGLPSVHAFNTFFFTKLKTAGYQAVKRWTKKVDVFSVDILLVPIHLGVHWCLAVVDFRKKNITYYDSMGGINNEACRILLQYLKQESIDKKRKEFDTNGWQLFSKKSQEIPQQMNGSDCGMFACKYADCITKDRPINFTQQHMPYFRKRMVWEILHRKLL
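Material: hSENP1 catalytic domain, recombinant; medium: Tris pH 8 with BME, BSA, NP40 and catalase; compound: single concentration of 10 µM compound, 0.5% DMSO final; technique: FRET read of cyan and yellow fluorescence; timing: 50 min enzyme reaction, room temperature, light-protected; reagent: SFCypet-SUMO1-SFYpet substrate at 25 nM; control set: no-enzyme low, enzyme-DMSO high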
PfGluPho inh – PfG6PD (Plasmodium falciparum) enzyme inhibition. PfGluPho enzyme, NADPH resazurin-diaphorase fluorescence. inhibition, % at 20 µM. 0.78% of 350,000 active. AID 504690;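 active = inhibition reaching at least a set limit at 20 µM in the primary screen, cut at about 59% in these data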;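 also: 0% = DMSO wells with substrate and 100% = DMSO wells lacking glucose-6-phosphate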
GRIN3A LBD mod – NR3A (human) ligand-binding domain modulation. Tm shift relative to glycine control, % at 25 µM. 2.5% of 340,000 active. NR3A LBD differential scanning fluorimetry, Tm shift; 0% = protein alone, 100% = glycine-bound protein. AID 1259313;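 active = melting temperature shift of at least 10% of the positive control shift, at one fixed dose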
ATG4B inh – ATG4B (human) cysteine protease inhibition | Q9Y4P1 | ATG4B cleavage of LC3-PLA2, NBD-HPC fluorescence, 1 h | inhibition, % at 8.33 µM | 0.51% of 340,000 active | AID 504462; in the data active = inhibition above about 40%
MPTP block – permeability transition pore inhibition; isolated mouse mitochondria, Ca2+ swelling absorbance, 30 min; AID 602449; inhibition, % at 10 µM; 1.4% of 360,000 active;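 active = inhibition of 50% or more, scaled per plate between neutral and stimulator controls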;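 also: 0% = DMSO wells given calcium and 100% = 1 mM EGTA wells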
SENP8 block – blocks human SENP8 cleavage of Nedd8 substrate; Q96LD8; recombinant SENP8, Nedd8 substrate fluorescence; inhibition, % at 20 µM; 0.64% of 360,000 active; in the data active = inhibition mostly above about 40%, no sharp cut-off; inactive = mostly below about 27%
Target sequence (Q96LD8 whole entry, looked up): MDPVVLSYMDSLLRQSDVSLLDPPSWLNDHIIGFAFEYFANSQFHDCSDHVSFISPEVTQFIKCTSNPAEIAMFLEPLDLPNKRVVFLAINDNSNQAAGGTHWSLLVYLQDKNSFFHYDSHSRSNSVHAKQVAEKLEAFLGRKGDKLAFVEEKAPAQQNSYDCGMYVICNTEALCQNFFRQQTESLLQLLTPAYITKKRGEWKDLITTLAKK
The depositor's hits bear a star; i = inactive; · = no result given; & = joins results of further samples.

SMILES	SENP6 block	hIAP act	SENP1 inh	PfGluPho inh	GRIN3A LBD mod	ATG4B inh	MPTP block	SENP8 block
CCN1CCN(Cc2c(C(=O)N/N=C(\C)c3ccc(Cl)cc3)nnn2-c2nonc2N)CC1	-39	0.92	2	6	-2	3	-0.5	19
Cc1ccc(S(=O)(=O)N2CCOCC2)cc1C(=O)N1CC(C)CC(C)C1 (configuration not stated)	16	1.1	3	1	-2	7	-0.3	3
COc1ccc(CC(NC(C)=O)C(=O)NC2CCN(C(=O)c3ccccc3F)CC2)cc1 (configuration not stated)	-15	1.3	1	10	1	-11	1.3	0
Cc1ccccc1C(=O)NCC(=O)OC1CCCCC1=O (configuration not stated)	2	0.94	0	4	0	-1	0.1	7
Cc1ccc(-c2nn(-c3ccccc3)cc2NC(=O)c2ccccc2)cc1	-4	0.97	5	15	-4	16	0.3	-11
Cn1cc(/C=C(\NC(=O)c2ccccc2)C(=O)NCCN2CCOCC2)c2ccccc21	-11	1.5	-38	4	4	-2	-1.1	9
CS(=O)(=O)c1ccc(NCCc2ccccn2)c([N+](=O)[O-])c1	0	0.98	-1	5	0	-3	0.9	19
CCC(=O)N(Cc1cc2cc(OC)ccc2[nH]c1=O)c1cccc(C)c1	-6	0.85	0	-8	-2	-1	1.0	-257
Cc1ccc(-c2nc3s/c(=C\c4ccco4)c(=O)n3n2)cc1	12	0.94	11	8	1	3	3.1	0
CCC(=O)NC(=S)NNC(=O)c1ccc([N+](=O)[O-])cc1	-5	1.1	1	10	-1	-5	-2.2	12
CC(CN1CCCCCC1)C(=O)NN (configuration not stated)	-14	1.1	3	-11	-2	4	1.4	20
CCOC(=O)c1c(C)n(CC(COC(C)=O)OC(C)=O)c2ccc(OC(C)=O)cc12 (configuration not stated)	12	0.86	2	-8	1	-1	-1.5	25
Cc1ccc(NC(=O)COc2coc(CN3CCc4ccccc43)cc2=O)c(C)c1	-1	1.1	0	9	0	0	-1.2	2
N=C1/C(=C\c2ccc(SCc3ccccc3)o2)C(=O)N=C2SC=NN12	6	0.98	-49	-27	-10	9	41	9
Cc1ccc(S(=O)(=O)N2CCOCC2)cc1C(=O)N1CCN(c2ccc(C(F)(F)F)cn2)CC1	4	1.1	0	-4	3	-11	0.1	-11
CCC(Cc1ccccc1)n1c(=S)[nH]c2ccccc2c1=O (configuration not stated)	-28	1	2	15	-7	2	4.4	13
Nc1nc(-c2ccccc2)cc(-c2ccccc2O)n1	-21	1.1	1	9	-4	-10	1.7	10
COc1cc(-c2c(NC(=O)c3ccco3)oc3ccc(Cl)cc3c2=O)cc(OC)c1OC	·	·	-3	-1	·	·	-0.5	-98
COC(=O)[C@H](Cc1ccc(O)cc1)NC(=O)Cn1cnc(C(=O)Nc2ccc(C)c(C)c2)n1	·	·	-13	8	3	-6	5.1	0
CCCCn1c(N)c(N(CCC(C)C)C(=O)c2oc3ccc(OCC)cc3c2C)c(=O)[nH]c1=O	7	1.1	-19	-18	-5	6	-0.4	-80
CC(Sc1nnc(C2CC2)n1-c1ccccc1)C(=O)N1CCCC1 (configuration not stated)	-8	0.95	4	10	5	5	-1.6	-2
COc1ccc(CN2CCCC(CO)(Cc3ccc(F)cc3)C2)cc1C (configuration not stated)	-16	1	-3	2	-1	8	1.7	7
O=C(COC(=O)/C=C/c1cccc(Br)c1)NC1CC1	-19	0.96	1	-5	1	-3	1.0	18
CCCCn1nnnc1NCc1ccc(C)s1	0	1	2	-3	-1	4	3.8	27
Cc1cc(/C=N/O)c(C)n1-c1ccccc1	11	1.1	-4	7	-9	-3	0.7	21

New compounds follow:
SMILES	SENP6 block	hIAP act	SENP1 inh	PfGluPho inh	GRIN3A LBD mod	ATG4B inh	MPTP block	SENP8 block
CCOC(=O)c1sc(N)c(C(N)=O)c1C	-6	0.97	1	37	1	0	-1.7	6
CC(=O)Nc1ccc(S(=O)(=O)N[C@@H](C)C(=O)NC2CCCc3ccccc32)cc1 (some centres not stated)	-6	0.97	-7	-7	0	-13	-1.1	0
CCCC1C2C(=O)N(c3ccc(OC)cc3)C(=O)C2ON1c1ccccc1 (configuration not stated)	8	0.95	0	-11	0	-11	-0.2	5
O=C(NC1CCCCC1)[C@H](CSCc1ccccc1)N1Cc2ccccc2C1=O	-3	1.1	3	17	1	-4	0.3	3
O=C(NNc1ccccc1)C(=O)NNS(=O)(=O)c1ccc([N+](=O)[O-])cc1	-1	0.9	4	-19	-1	0	-1.5	18
Cc1ccc(N2C(=O)NC3(CCCCC3)C2=O)cc1	-6	0.93	1	-14	0	-8	-1.2	-1
COc1ccccc1NC(=O)N1CCC(c2nc3cc(C)c(C)cc3[nH]2)CC1	1	1.1	2	-12	-2	15	-0.6	11
CCCCN(C)Cc1c(C)[nH]c2ccc(OCC)cc2c1=O	-1	1	2	-9	-1	-6	-0.7	-257
Cc1cccc(NC(=O)[C@H](NC(=O)[C@@H]2Cc3ccccc3CN2)c2ccccc2)c1	-1	1.4	-1	-1	-3	7	-0.5	9
Cc1cccc(N(C(=O)c2snc(C(N)=O)c2N)C(C(=O)NCc2ccccc2)c2ccncc2)c1 (configuration not stated)	-10	0.8	-28	13	3	-20	1.2	-315
COC(=O)[C@@H](NC(=O)NCc1ccco1)C(C)C	3	0.84	-1	-2	-1	0	-2.2	17
CCCCN(CCCC)CC(O)COc1ccccc1Br (configuration not stated)	6	1.1	1	-6	-1	-4	0.7	8
C=CCOC(=O)C1=C(C)NC(C)=C(C(=O)OCC=C)C1/C=C/c1ccccc1	-5	0.91	-32	28	0	-17	9.2	-274
CSc1nnc(-c2cc(-c3ccc(C)cc3)nc3ccccc23)o1	1	0.95	0	0	0	-5	3.2	-215
O=C(/C=C/c1cccs1)Nc1ccc(N2CCOCC2)c(S(=O)(=O)Nc2ccccc2Cl)c1	4	0.86	0	1	0	2	3.5	2
CCOC(=O)C(CC(C)C)CP(=O)(O)CNC(=O)OCc1ccccc1 (configuration not stated)	5	1.1	2	4	-1	-1	1.8	34
CCOC(=O)N1CCC(Nc2c(NCCN3CCN(c4ccccc4F)CC3)c(=O)c2=O)CC1	14	1	1&1	-6&1	-1&-2	-2&2	-0.7&1.3	-2&4
CC1Sc2ccc(S(=O)(=O)CCC(=O)N3CCN(c4cccc(Cl)c4)CC3)cc2NC1=O (configuration not stated)	-7	1.2	-7	2	-1	-14	0.2	11
Cc1nc(SC2CC(=O)N(c3ccccc3)C2=O)n[nH]1 (configuration not stated)	-20	1.5	0	6	-2	-3	-1.6	6
CN(C)S(=O)(=O)c1cc(NC(=O)COC(=O)c2nc(Cl)ccc2Cl)ccc1Cl	-11	1	3	10	-3	-11	-0.4	-13
O=C(/C=C/c1ccoc1)c1ccccc1O	-2	1.1	0	-11	-3	2	-0.8	11
c1nc(NCc2ccc3c(c2)OCO3)c2cc(-c3ccc4c(c3)OCCO4)ccc2n1	-5	1	-1	11	-33	7	1.4	-496
CCCCC(CC)C(=O)Nc1ccc(S(=O)(=O)Nc2nccs2)cc1 (configuration not stated)	-33	1.1	0	-21	0	2	0.0	15
NC1=NC(=O)/C(=C/c2ccc(-c3ccc(S(N)(=O)=O)cc3)o2)S1	10	1.4	-25	9	-11	-6	-0.4	i
Cn1ccnc1SCCNC(=O)CCc1nnc(CCc2ccccc2)o1	14	0.83	2	-1	-1	-6	0.7	16

3 compounds from above, reduced to GRIN3A LBD mod:
mol | GRIN3A LBD mod
Cc1nc(SC2CC(=O)N(c3ccccc3)C2=O)n[nH]1 (configuration not stated) | -2
CN(C)S(=O)(=O)c1cc(NC(=O)COC(=O)c2nc(Cl)ccc2Cl)ccc1Cl | -3
O=C(/C=C/c1ccoc1)c1ccccc1O | -3

Continued.
SMILES	SENP6 block	hIAP act	SENP1 inh	PfGluPho inh	GRIN3A LBD mod	ATG4B inh	MPTP block	SENP8 block
CCOC(=O)c1c(C)n(C)c2ccc(OC)c(NC(=O)CN3CCC4(CC3)OCCO4)c12	-17	0.9	0	6	-1	7	2.0	11
CN(Cc1ccccc1)S(=O)(=O)c1ccc(NC(=S)NC(=O)C2CCCC2)cc1	-13	1.1	1	7	-5	50*	15	6
CCCC#CCN1CCN(C23CC4CC(CC(C4)C2)C3)CC1	-19	1	2	5	3	-3	-0.4	28
O=C(O)COc1ccc(/C=N/NC(=O)c2cccc3ccccc23)cc1	-21	0.99	1	-13	0	13	-0.1	-16
CCN(CC)S(=O)(=O)c1cccc(NC2=NCCCCC2)c1	-17	1.1	1	-11	-1	-7	-1.5	10
COc1ccc(C2=C(c3ccc(OC)c(OC)c3)CN3CCCCC3C2)cc1 (configuration not stated)	-7	0.98	1	0	1	·	0.2	-16
Cc1ccc(NCCC(=O)c2ccc(Cl)c(Cl)c2)cc1	3	1	-6	5	-3	-6	2.1	14
Cn1cc(Cl)c(-c2n[nH]c(=S)n2C2CCCCC2)n1	-10	0.89	4	37	-2	0	0.1	-5
O=C(COC(=O)CNC(=O)c1sc2ccccc2c1Cl)NC1CCS(=O)(=O)C1 (configuration not stated)	-8	0.98	-1	8	2	-10	-0.5	5
CCCCOC(=O)c1sc2nc(C)cc(C)c2c1N	-4	1.2	·	51	-1	-7	·	·
COc1cccc(NC(=O)CN(C)C(=O)c2ccc(NC3CC3)c([N+](=O)[O-])c2)c1	-7	0.84	4	7	-1	7	0.4	22
CC(C)Oc1ccc(CNC(=O)Cn2ccc3cc(S(=O)(=O)N4CCCC4)ccc32)cc1	-7	1.2	0	15	0	-12	-1.7	-4
CCOC(=O)C1=C(O)/C(=C/c2ccc(OCC(=O)O)c(OC)c2)SC1=Nc1ccc(OC)cc1	-28	0.94	-22	8	-3	-13	0.9	-65
CCOC(=O)CC(=O)CSc1ccc2nnc(-c3ccc(F)cc3)n2n1	-13	0.83	1	-4	-1	-9	-1.4	-148
O=C(O)CCCc1nc(-c2ccc(Cl)cc2)no1	12	1	1	-29	-2	2	-0.1	16
N#CC1=C(S)N=C(N)C(c2nc(-c3ccccc3)cs2)C12CCCCC2 (configuration not stated)	-19	1	28	26	-2	-10	-4.3	-14
CN1CCC(=NNc2ncnc3sc4c(c23)CCCC4)CC1	15	1	-5	41	-1	-8	1.5	27
COc1ccc(CN(CC(=O)NCc2ccco2)C(=O)CCC(=O)Nc2ccccn2)cc1	-15	1.1	3	-11	0	4	2.3	9
CCN(CC(=O)Nc1c(F)cccc1F)C(=O)CNC(=O)c1cccc(C)c1	19	1	1	-14	0	11	1.0	18
Fc1ccccc1-n1c(-c2ccc3ccccc3n2)n[nH]c1=S	-8	0.98	-7	41	1	-8	-1.3	-224
Cc1cc(-c2cc(C(=O)NC3CCCC3)on2)nc(NC2CCCC2)n1	1	0.91	-1	6	-1	-8	-0.9	-420
Cc1ccc(CSc2nnc(SCC(=O)N/N=C/c3c(C)nn(-c4ccccc4)c3C)s2)cc1	75*	0.95	3	5	-5	-8	1.2	16
O=C(COc1ccc([N+](=O)[O-])cc1)NCc1ccccc1	-6	0.93	4	-12	0	-10	-0.9	6
CCOc1ccc(C(=O)NCC(=O)OCC(=O)NC2CCCC2)cc1	7	1.1	2	-8	-1	-2	-0.3	4
COc1ccc2oc(C(=O)OCC(=O)NC3CCCC3)c(C)c2c1	-16	1.1	-4	2	2	1	0.4	-441
CCOc1ccc(C2CC(c3ccc(CC)cc3)n3nc(N)nc3N2)cc1 (configuration not stated)	-9	1	-2	2	-1	3	-2.6	-148

Three of the entries above in order of the hIAP act value, largest number first:
structure | SENP6 block | hIAP act | SENP1 inh | PfGluPho inh | GRIN3A LBD mod | ATG4B inh | MPTP block
NC1=NC(=O)/C(=C/c2ccc(-c3ccc(S(N)(=O)=O)cc3)o2)S1 | 10 | 1.4 | -25 | 9 | -11 | -6 | -0.4
CCCCN(C)Cc1c(C)[nH]c2ccc(OCC)cc2c1=O | -1 | 1 | 2 | -9 | -1 | -6 | -0.7
CCOC(=O)c1sc(N)c(C(N)=O)c1C | -6 | 0.97 | 1 | 37 | 1 | 0 | -1.7
